Assay outcomes (PubChem)
GRK2 aptamer HTS: human GRK2 inhibition via aptamer displacement. AID 488847. P25098. actives 0.59% (n = 330,000). inhibition of aptamer binding, % at 10 µM. bead flow cytometry, FAM-aptamer displacement from GRK2;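 active means inhibition of aptamer binding above 40%, roughly 3 SD of noise, on plates passing a quality check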;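 further: median bead fluorescence of bound FAM aptamer so fluorescent compounds give negative values; no value below 0 was filed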
AGP1 TOR yeast: alters AGP1-GFP fluorescence in TOR pathway yeast screen; GFP response vs DMSO, % at 10 µM; S. cerevisiae AGP1-GFP multiplex flow cytometry, 3 h; GFP as percent of DMSO wells; actives 0.02% (n = 320,000);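 active means GFP response relative to DMSO above a set limit, near screen average plus 3 SD, cut at about 150% in these data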;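 further: median GFP channel fluorescence of the gated AGP1 strain per well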
GLD-1 RNA inh: GLD-1-TGE RNA interaction inhibition (C. elegans); Q17339; purified GLD-1 + fluorescein TGE RNA, fluorescence polarization; inhibition, % at 5.96 µM; actives 0.44% (n = 320,000);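 active means percent inhibition above a per-plate cutoff, the plate mean of test compounds plus 3 SD, cut at about 30% in these data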;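 further: 0% = DMSO wells with GLD-1 and probe and 100% = wells lacking GLD-1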
Bcl-xL primary: Bcl-xL (human) inhibition | Q07817 | GST-Bcl-xL / FITC-Bim BH3 peptide fluorescence polarization | inhibition, % at 10.9 µM | actives 0.7% (n = 320,000);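 active means inhibition above the mean of all tested compounds plus 3 SD, cutoff set per campaign, cut at about 30% in these data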;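 further: 0% = DMSO wells and 100% = unlabeled Bim-BH3 peptide competitor; inhibitors lower millipolarization by displacing the labeled peptide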
VLA-4 inh: inhibition in a human VLA-4 binding assay; P13612; VLA-4 expressing cells, ligand binding flow cytometry; inhibition, % (about 7 µM as worked out from the volumes in the protocol); actives 0.2% (n = 330,000); in the data active means inhibition above about 50%
Target sequence (P13612 whole entry, looked up): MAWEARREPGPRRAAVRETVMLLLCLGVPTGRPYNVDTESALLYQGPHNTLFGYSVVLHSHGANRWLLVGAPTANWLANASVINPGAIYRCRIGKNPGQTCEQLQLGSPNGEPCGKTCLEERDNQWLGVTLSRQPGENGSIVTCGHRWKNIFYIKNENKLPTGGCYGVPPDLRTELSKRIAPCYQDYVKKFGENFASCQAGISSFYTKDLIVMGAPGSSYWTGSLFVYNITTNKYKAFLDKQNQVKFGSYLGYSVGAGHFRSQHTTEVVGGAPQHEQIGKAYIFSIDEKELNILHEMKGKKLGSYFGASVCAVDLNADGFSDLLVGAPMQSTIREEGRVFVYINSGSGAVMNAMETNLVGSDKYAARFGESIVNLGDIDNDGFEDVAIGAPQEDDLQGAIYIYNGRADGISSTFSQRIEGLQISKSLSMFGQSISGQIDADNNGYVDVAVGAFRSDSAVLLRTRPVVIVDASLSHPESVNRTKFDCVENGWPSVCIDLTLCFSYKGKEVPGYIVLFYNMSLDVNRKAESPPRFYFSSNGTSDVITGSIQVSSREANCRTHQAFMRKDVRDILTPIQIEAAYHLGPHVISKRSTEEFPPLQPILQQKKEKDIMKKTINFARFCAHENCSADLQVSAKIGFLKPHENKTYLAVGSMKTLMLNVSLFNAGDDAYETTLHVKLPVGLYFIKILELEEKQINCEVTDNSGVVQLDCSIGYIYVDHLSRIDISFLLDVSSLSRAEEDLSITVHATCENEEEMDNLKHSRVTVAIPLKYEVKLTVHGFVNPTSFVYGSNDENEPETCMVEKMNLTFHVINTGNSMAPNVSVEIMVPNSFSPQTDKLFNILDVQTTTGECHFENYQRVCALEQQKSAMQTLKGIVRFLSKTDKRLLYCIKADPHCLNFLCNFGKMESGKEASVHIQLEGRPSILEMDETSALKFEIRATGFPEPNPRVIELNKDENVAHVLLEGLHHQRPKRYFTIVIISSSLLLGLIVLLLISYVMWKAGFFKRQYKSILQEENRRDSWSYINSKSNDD
Fam108B counter: Fam108B inhibition, counter-screen for RBBP9 inhibitors; recombinant Fam108B, FP-Rh probe fluorescence polarization; inhibition, % at 9.51 µM; actives 0.33% (n = 300,000); AID 1947;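 active means inhibition above the screen mean inhibition plus 3 SD, computed separately per campaign, cut at about 18% in these data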;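 further: inhibitors lower polarization as less probe binds the enzyme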
CIT2-GFP yeast: alters CIT2-GFP fluorescence in TOR pathway yeast screen | S. cerevisiae CIT2-GFP strain, flow cytometry, 3 h; 100 means same as DMSO wells | GFP response vs DMSO, % at 10 µM | actives 0.065% (n = 320,000);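 active means GFP response relative to DMSO above a set limit, near the screen mean plus 3 SD, cut at about 150% in these data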;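 further: ratio of well median GFP fluorescence to mean of DMSO wells on the plate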
MCL1-BIM inh: inhibitors of human MCL1 binding to BIM-BH3 peptide | GST-MCL1 / FITC-Bim-BH3 fluorescence polarization | Q07820 | actives 0.68% (n = 320,000) | AID 2057 | inhibition, % at 10.9 µM;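 active means inhibition above the mean inhibition of all tested compounds plus 3 SD, set per campaign, cut at about 40% in these data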;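 further: 0% = DMSO wells and 100% = unlabeled Bim-BH3 peptide control; higher means more loss of mP so more displacement of Bim peptide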
MEX-5 binding: C. elegans MEX-5 TCR-2 RNA binding activity; actives 0.38% (n = 300,000); activity score (negative = inhibition of binding), % at 10 µM; MEX-5/FITC-TCR2 RNA binding, fluorescence polarization; active compounds read low; Q9XUB2;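 active means inhibition past about -25% in most replicates, and total fluorescence under double the plate's negative control median, limit read from the data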;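 further: 0% = DMSO and -100% = 5 µM competing unlabeled TCR2 RNA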
Active calls of the source: *.

Nc1nnc(SCC(=O)NNC(=O)c2ccccc2F)s1 was read as GRK2 aptamer HTS 3, AGP1 TOR yeast 104, GLD-1 RNA inh 4, VLA-4 inh 18 and CIT2-GFP yeast 106.
Screening CCN(CC)S(=O)(=O)c1cc(C(=O)NC2=NCCS2)ccc1Cl returned GRK2 aptamer HTS 1, AGP1 TOR yeast 104, GLD-1 RNA inh 5, Bcl-xL primary 2, VLA-4 inh -1, Fam108B counter 4, CIT2-GFP yeast 106, MCL1-BIM inh 1 and MEX-5 binding -2.2.
Screening O=C1CN(C(=O)COC(=O)c2ccccc2O)c2ccccc2N1 returned GRK2 aptamer HTS 1, AGP1 TOR yeast 112, GLD-1 RNA inh 4, Bcl-xL primary -1, VLA-4 inh 22, Fam108B counter 2, CIT2-GFP yeast 110, MCL1-BIM inh 4 and MEX-5 binding -0.2.
CC1Cc2ccccc2N1C(=O)CSc1nnnn1C1CCCC1 (stereo unspecified) was read as GRK2 aptamer HTS 7, AGP1 TOR yeast 95, GLD-1 RNA inh 1, Bcl-xL primary 11, VLA-4 inh -3, Fam108B counter 1, CIT2-GFP yeast 97, MCL1-BIM inh 20 and MEX-5 binding 0.1.
Cc1ccc(NC(=O)CNC(=O)c2ccc(C)s2)nc1 was read as GRK2 aptamer HTS 2, AGP1 TOR yeast 103, GLD-1 RNA inh 6, Bcl-xL primary 4, VLA-4 inh 1, Fam108B counter -1, CIT2-GFP yeast 104, MCL1-BIM inh 1 and MEX-5 binding 0.1.
Screening CCCCC(CC)C(=O)NCCCN1CCN(CCCNC(=O)C(CC)CCCC)CC1 (stereo unspecified) returned GRK2 aptamer HTS 0, AGP1 TOR yeast 92, GLD-1 RNA inh 4, Bcl-xL primary 2, VLA-4 inh -5, Fam108B counter -5, CIT2-GFP yeast 100, MCL1-BIM inh 9 and MEX-5 binding -0.1.
For N/C(=N\OC(=O)c1ccc(Cl)c(Cl)c1)c1cccnc1 the results were GRK2 aptamer HTS 3, AGP1 TOR yeast 93, GLD-1 RNA inh 0, Bcl-xL primary 10, VLA-4 inh -5, Fam108B counter 3, CIT2-GFP yeast 90, MCL1-BIM inh 3 and MEX-5 binding -0.2.
CC1(C)C2CCC1(C)C(OC(=O)CSc1nc(N)cc(=O)[nH]1)C2 (stereo unspecified) was read as GRK2 aptamer HTS 1, AGP1 TOR yeast 96, GLD-1 RNA inh -2, Bcl-xL primary 1, VLA-4 inh 3, Fam108B counter -8, CIT2-GFP yeast 98, MCL1-BIM inh 7 and MEX-5 binding -0.1.
`COc1cc2c(cc1OC)[C@H](C)N(C(=O)CSc1nc(O)c(C(C)C)c(=O)[nH]1)CC2` gave GRK2 aptamer HTS 3, AGP1 TOR yeast 94, GLD-1 RNA inh -4, Bcl-xL primary 6, VLA-4 inh 6, Fam108B counter -3, CIT2-GFP yeast 88, MCL1-BIM inh 7 and MEX-5 binding 0.8.
`CCOC(=O)c1c(C)[nH]c(C2=NNC(=NC(C)COC)SC2)c1C` (stereo unspecified) gave GRK2 aptamer HTS 2, AGP1 TOR yeast 104, GLD-1 RNA inh 1, Bcl-xL primary -2, VLA-4 inh 2, Fam108B counter -2, CIT2-GFP yeast 100, MCL1-BIM inh 3 and MEX-5 binding -0.5.
Screening C=CCc1cccc2cc(C(=O)Nc3ccc(F)cc3)c(=O)oc12 returned GRK2 aptamer HTS 5, AGP1 TOR yeast 98, GLD-1 RNA inh -3, Bcl-xL primary 3, VLA-4 inh 6, Fam108B counter -1, CIT2-GFP yeast 102, MCL1-BIM inh 8 and MEX-5 binding 2.7.
Screening O=C(CCn1c(=O)[nH]c2ccsc2c1=O)Nc1ccc(F)c(F)c1 returned GRK2 aptamer HTS 0, AGP1 TOR yeast 82, GLD-1 RNA inh 5, Bcl-xL primary 1, VLA-4 inh 5, Fam108B counter 4, CIT2-GFP yeast 76, MCL1-BIM inh -1 and MEX-5 binding 0.0.

Two compounds picked at random from the list so far, as already listed:
Nc1nnc(SCC(=O)NNC(=O)c2ccccc2F)s1 was read as GRK2 aptamer HTS 3, AGP1 TOR yeast 104, GLD-1 RNA inh 4, VLA-4 inh 18 and CIT2-GFP yeast 106.
`CCOC(=O)c1c(C)[nH]c(C2=NNC(=NC(C)COC)SC2)c1C` (stereo unspecified) gave GRK2 aptamer HTS 2, AGP1 TOR yeast 104, GLD-1 RNA inh 1, Bcl-xL primary -2, VLA-4 inh 2, Fam108B counter -2, CIT2-GFP yeast 100, MCL1-BIM inh 3 and MEX-5 binding -0.5.

Back to the main list, starting 2 compounds before the break.
Screening C=CCc1cccc2cc(C(=O)Nc3ccc(F)cc3)c(=O)oc12 returned GRK2 aptamer HTS 5, AGP1 TOR yeast 98, GLD-1 RNA inh -3, Bcl-xL primary 3, VLA-4 inh 6, Fam108B counter -1, CIT2-GFP yeast 102, MCL1-BIM inh 8 and MEX-5 binding 2.7.
Screening O=C(CCn1c(=O)[nH]c2ccsc2c1=O)Nc1ccc(F)c(F)c1 returned GRK2 aptamer HTS 0, AGP1 TOR yeast 82, GLD-1 RNA inh 5, Bcl-xL primary 1, VLA-4 inh 5, Fam108B counter 4, CIT2-GFP yeast 76, MCL1-BIM inh -1 and MEX-5 binding 0.0.
Screening Cc1cc(C(=O)OCC(=O)Nc2ccccc2Cl)c(C)o1 returned GRK2 aptamer HTS 0, AGP1 TOR yeast 96, GLD-1 RNA inh -1, Bcl-xL primary 2, VLA-4 inh -2, CIT2-GFP yeast 94 and MCL1-BIM inh 5.
COc1ccc(-c2cc(C(=O)NCC3CCCO3)c3cc(C(C)C)ccc3n2)cc1 (stereo unspecified) was read as GRK2 aptamer HTS 0, AGP1 TOR yeast 102, GLD-1 RNA inh -5, Bcl-xL primary 4, VLA-4 inh -2, Fam108B counter -2, CIT2-GFP yeast 98, MCL1-BIM inh -1 and MEX-5 binding 1.2.
COCCN1C=C(C(=O)OC)C(c2cc3c(cc2Br)OCO3)C(C(=O)OC)=C1 was read as GRK2 aptamer HTS 0, AGP1 TOR yeast 100, GLD-1 RNA inh 7, Bcl-xL primary -1, VLA-4 inh 12, Fam108B counter 2, CIT2-GFP yeast 96, MCL1-BIM inh -1 and MEX-5 binding -1.2.
CC(C)NC(=O)[C@@H]1C[C@@]1(C)[C@@H](NC(=O)OCc1ccccc1)c1ccccc1 was read as GRK2 aptamer HTS 1, AGP1 TOR yeast 102, GLD-1 RNA inh 10, Bcl-xL primary 5, VLA-4 inh 37, Fam108B counter -1, CIT2-GFP yeast 101, MCL1-BIM inh 3 and MEX-5 binding 1.8.
N#CCCN1CCC(NC(=O)OCc2ccccc2)CCC1=O (stereo unspecified) was read as GRK2 aptamer HTS 2, AGP1 TOR yeast 69, GLD-1 RNA inh -4, Bcl-xL primary -2, VLA-4 inh -2, Fam108B counter -3, CIT2-GFP yeast 62, MCL1-BIM inh -6 and MEX-5 binding -6.5.
For CS(=O)(=O)N(CC(=O)NCc1ccco1)c1cccc([N+](=O)[O-])c1 the results were GRK2 aptamer HTS 0, AGP1 TOR yeast 96, GLD-1 RNA inh 3, Bcl-xL primary 11, VLA-4 inh 5, Fam108B counter -3, CIT2-GFP yeast 98, MCL1-BIM inh 5 and MEX-5 binding -0.5.
For C=CCc1ccccc1OCC(O)CNC (stereo unspecified) the results were GRK2 aptamer HTS 0, AGP1 TOR yeast 93, GLD-1 RNA inh 0, Bcl-xL primary -1, VLA-4 inh 0, Fam108B counter 2, CIT2-GFP yeast 97, MCL1-BIM inh 0 and MEX-5 binding 0.5.
`CCOC(=O)C1=C(C)NC(=O)NC1c1c(OCC(=O)N2CCCCC2)ccc2ccccc12` (stereo unspecified) gave GRK2 aptamer HTS 1, AGP1 TOR yeast 112, GLD-1 RNA inh 2, Bcl-xL primary 4, VLA-4 inh 6, Fam108B counter 2, CIT2-GFP yeast 110, MCL1-BIM inh -1 and MEX-5 binding 0.0.
Screening CCOC(=O)N1CCN(C(=O)CCC(=O)N2CCOc3ccc(C)cc32)CC1 returned GRK2 aptamer HTS 93*, AGP1 TOR yeast 112, GLD-1 RNA inh -2, Bcl-xL primary 2, VLA-4 inh 6, Fam108B counter 4, CIT2-GFP yeast 110, MCL1-BIM inh 1 and MEX-5 binding -1.2.
Screening CCOc1ccc2nc(NC(=O)c3ccco3)sc2c1 returned GRK2 aptamer HTS 0, AGP1 TOR yeast 89, GLD-1 RNA inh 6, Bcl-xL primary 0, VLA-4 inh 10, Fam108B counter 0, CIT2-GFP yeast 98, MCL1-BIM inh 1 and MEX-5 binding -3.1.
For Cn1c(=O)c2c(nc(SCC(=O)NCC3CCCO3)n2Cc2ccc(F)cc2)n(C)c1=O (stereo unspecified) the results were GRK2 aptamer HTS 1, AGP1 TOR yeast 113, GLD-1 RNA inh -4, Bcl-xL primary 2, VLA-4 inh -3, Fam108B counter 1, CIT2-GFP yeast 107, MCL1-BIM inh 6 and MEX-5 binding 3.7.
Screening Cc1cc(Br)cc(/C=N/NC(=O)c2ccc3c(c2)OCO3)c1O returned GRK2 aptamer HTS 0, AGP1 TOR yeast 97, GLD-1 RNA inh -3, Bcl-xL primary 0, VLA-4 inh 18, Fam108B counter -1, CIT2-GFP yeast 98, MCL1-BIM inh 8 and MEX-5 binding 0.1.
Screening CC[C@@]12C(=O)N(c3cccc(C)c3)C(=O)N1[C@H](c1ccc(Br)cc1)[C@@H]1C(=O)N(C(C)(C)C)C(=O)[C@@H]12 returned GRK2 aptamer HTS 0, AGP1 TOR yeast 102, GLD-1 RNA inh 13, Bcl-xL primary -6, VLA-4 inh -12, Fam108B counter -2, CIT2-GFP yeast 95, MCL1-BIM inh -5 and MEX-5 binding 1.7.
Screening CC(=O)N(CCCN(C)C)Cc1ccccn1 returned GRK2 aptamer HTS 0, AGP1 TOR yeast 117, GLD-1 RNA inh 4, Bcl-xL primary -1, VLA-4 inh -1, Fam108B counter -4, CIT2-GFP yeast 116, MCL1-BIM inh -8 and MEX-5 binding 2.0.
For COc1ccc(/C=N/NC(=O)CNC(=O)/C=C/c2ccco2)cc1OC the results were GRK2 aptamer HTS 0, AGP1 TOR yeast 105, GLD-1 RNA inh -2, Bcl-xL primary 4, VLA-4 inh 19, Fam108B counter -4, CIT2-GFP yeast 109, MCL1-BIM inh 5 and MEX-5 binding 0.3.
Cc1cc(C)c(NC(=O)c2ccc3c(c2)CCN3S(C)(=O)=O)c(C)c1 was read as GRK2 aptamer HTS 3, AGP1 TOR yeast 104, GLD-1 RNA inh -2, Bcl-xL primary 1, VLA-4 inh 0, Fam108B counter 7, CIT2-GFP yeast 104, MCL1-BIM inh 1 and MEX-5 binding 0.5.
COc1ccc(-c2c(C(=O)O)c(-c3ccccc3)cn2C)cc1 was read as GRK2 aptamer HTS 0, AGP1 TOR yeast 75, GLD-1 RNA inh -3, Bcl-xL primary -2, VLA-4 inh 16, Fam108B counter -2, CIT2-GFP yeast 68, MCL1-BIM inh -5 and MEX-5 binding 1.1.
`Cc1ccc(S(=O)(=O)N(C)Cc2ccc(-c3nnco3)cc2)cc1` gave GRK2 aptamer HTS 0, AGP1 TOR yeast 108, GLD-1 RNA inh 0, Bcl-xL primary 1, VLA-4 inh -1, Fam108B counter 1, CIT2-GFP yeast 91, MCL1-BIM inh 0 and MEX-5 binding 0.3.
COc1ccc(-c2cc3cc(OC)c(OC)cc3cn2)cc1 was read as GRK2 aptamer HTS 7, AGP1 TOR yeast 99, GLD-1 RNA inh 5, VLA-4 inh -1 and CIT2-GFP yeast 96.
